High-throughput results from PubChem.
bIAP act – intestinal alkaline phosphatase (bovine) activation; AID 1016; activation factor at 20 µM; 200,000 compounds, 0.17% hits; purified bovine IAP, CDP-star luminescence, 30 min; hits give high values; fold of DMSO-control signal, blank-subtracted;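 active means activation factor of 2 or more at 20 µM, a signal rise over negative controls twice the positive control's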
PMI act hi M6P – PMI (human) activation, high substrate. P34949. coupled PMI enzyme assay, resazurin fluorescence, 20 min; hits give high values; 1 = untreated enzyme, 0 = substrate-free blank. activation factor at 20 µM. 190,000 compounds, 0.34% hits. AID 1216;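 active means activation factor of 2 or more at 20 µM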
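Technique: Diaphorase-driven resazurin-to-resorufin fluorescence, excitation 544, emission 590 nm | Assay system: Human PMI in coupled enzyme assay | Times: Enzyme reaction with compound 20 min at room temperature | Medium: HEPES-buffered pH 7.4 with magnesium and detergent | Reagent: Mannose-6-phosphate 1.0 mM (near-saturating) plus 0.22 mM NADP+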
PMI activator – activators of human phosphomannose isomerase | purified human PMI, coupled resazurin fluorescence, 20 min; hits give high values; 1 = vehicle control, 0 substrate-free wells | activation factor at 20 µM | 190,000 compounds, 0.005% hits;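 active means activation factor of 2 or more at 20 µM, relative to plate controls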
FLuc act counter – firefly luciferase counter-screen for stimulation assays | P08659 | ATPlite luciferase biochemical, luminescence, 10 min; 0 = ATP-free wells, 1 = DMSO control | activation factor at 10 µM | 200,000 tested, under 10 active;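 active means luciferase activation factor, scaled between plate controls, of at least 2 with compound at 10 µM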
Target sequence (P08659 whole entry, looked up): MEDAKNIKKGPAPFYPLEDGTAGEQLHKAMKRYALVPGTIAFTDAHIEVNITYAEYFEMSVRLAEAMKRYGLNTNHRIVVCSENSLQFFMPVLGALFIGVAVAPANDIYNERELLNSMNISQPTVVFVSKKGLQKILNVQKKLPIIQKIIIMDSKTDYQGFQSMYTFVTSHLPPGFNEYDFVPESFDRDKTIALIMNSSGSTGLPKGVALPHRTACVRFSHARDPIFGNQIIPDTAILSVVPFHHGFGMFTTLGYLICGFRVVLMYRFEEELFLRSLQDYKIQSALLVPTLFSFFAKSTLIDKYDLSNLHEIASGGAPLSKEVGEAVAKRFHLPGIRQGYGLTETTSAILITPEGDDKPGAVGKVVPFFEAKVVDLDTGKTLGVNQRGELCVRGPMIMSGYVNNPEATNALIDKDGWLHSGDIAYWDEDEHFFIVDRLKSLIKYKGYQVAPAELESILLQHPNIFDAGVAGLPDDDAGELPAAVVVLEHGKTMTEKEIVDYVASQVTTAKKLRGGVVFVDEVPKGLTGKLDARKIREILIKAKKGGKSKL
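System: Luciferase/luciferin detection reagent, cell-free biochemical luciferase assay | Medium: PBS buffer for ATP | Dosing: Test compounds dosed from 2 mM stocks in 100% DMSO | Timing: 10 min at ambient temperature | Signal: Luminescence measurement of luciferase light output | Evaluation: Luciferase activation, seen as luminescence increase over controls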
NF-kB expr up – compounds increasing NF-kB expression in human neuronal cells. 190,000 compounds, 1.6% hits. fold change at 12.5 µM. NF-kB reporter expression; hits give high values; in the data active means fold change above about 3.3
FLuc inh counter – inhibits firefly luciferase, flagging false hits in luciferase inhibition screens; P08659; ATPLite firefly luciferase biochemical luminescence, 10 min; inhibition, % at 10 µM; 200,000 compounds, 1.5% hits; AID 1006;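 active means inhibition above about 50% when tested at 10 µM, limit read from the data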
TNAP inh hi DEA – blocks human TNAP under high phosphate acceptor concentration; P05186; purified TNAP, CDP-star luminescence, 1 M DEA; inhibition, % at 20 µM; 200,000 compounds, 0.03% hits;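 active means over 50% inhibition of tissue-nonspecific alkaline phosphatase at 20 µM in the single-dose screen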;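 further: plate controls were DMSO wells for no effect and EDTA-quenched wells as full inhibition for full effect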
Target sequence (P05186 whole entry, looked up): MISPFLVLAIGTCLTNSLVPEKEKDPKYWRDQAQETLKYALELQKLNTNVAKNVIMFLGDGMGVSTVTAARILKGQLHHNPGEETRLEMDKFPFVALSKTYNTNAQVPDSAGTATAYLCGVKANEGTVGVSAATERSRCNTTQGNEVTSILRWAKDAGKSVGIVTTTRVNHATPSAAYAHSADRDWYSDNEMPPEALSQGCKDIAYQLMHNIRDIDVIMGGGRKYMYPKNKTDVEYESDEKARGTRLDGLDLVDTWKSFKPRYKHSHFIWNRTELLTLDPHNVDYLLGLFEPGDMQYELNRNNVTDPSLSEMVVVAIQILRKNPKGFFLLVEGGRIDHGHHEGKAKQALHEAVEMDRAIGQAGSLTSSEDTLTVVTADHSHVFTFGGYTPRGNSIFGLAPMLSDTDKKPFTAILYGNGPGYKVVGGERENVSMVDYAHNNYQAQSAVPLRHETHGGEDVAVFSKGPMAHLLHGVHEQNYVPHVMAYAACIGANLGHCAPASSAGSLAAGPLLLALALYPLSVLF
TNAP inh no acc – blocks human TNAP activity with no phosphate acceptor present | purified TNAP, CDP-star luminescence, 30 min | inhibition, % at 20 µM | 200,000 compounds, 0.26% hits | AID 1012;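 active means tissue-nonspecific alkaline phosphatase inhibition above about 50% at 20 µM in the single-dose screen, limit read from the data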;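 further: 0% = DMSO negative control and 100% = EDTA positive control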
APP 5'UTR act – activates APP 5'UTR luciferase reporter; SH-SY5Y APP 5'UTR luciferase reporter, luminescence; zero percent = DMSO vehicle wells; activation, % at 2 µM; 190,000 compounds, 1% hits; AID 1276;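 active means activation above a set limit, based on mean plus 3 SD of controls, cut at about 140% in these data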; further: values of inactives mirror those of a sister screen read the other way
TNAP act hiacc – increases human TNAP activity under high phosphate acceptor concentration; purified TNAP, CDP-star luminescence, 1 M DEA, 30 min; hits give high values; 0 = EDTA background, 1 = DMSO-only activity; activation factor at 20 µM; 200,000 tested, under 10 active; P05186;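 active means activation factor at least 2 at 20 µM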
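Assay system: human TNAP; Input: enzyme diluted 1/800 final; Reagent: CDP-star luminogenic substrate at 100 µM final; Timing: 30 min, room temperature; Signal: luminescence; Evaluation: TNAP activation factor scaled between EDTA and DMSO control wells.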
* hit, by the source's call; . = no result given. No enrichment for hits; 3.6% or so of the library scored in one or more.

SMILES	bIAP act	PMI act hi M6P	PMI activator	FLuc act counter	NF-kB expr up	FLuc inh counter	TNAP inh hi DEA	TNAP inh no acc	APP 5'UTR act	TNAP act hiacc
COC(=O)N/N=C/c1cn(CCCOc2ccc(C)cc2)c2ccccc12	1	1	0.9	1	0.95	-1.4	2.7	-1.8	37.7	1
CN(C)C(=O)N1CCC(C(=O)NCc2cccs2)CC1	0.9	1	1	1.1	1.19	-9.6	-3.6	-6.7	2.1	1
CNC(=O)c1c(NC(NC(=O)c2ccco2)C(=O)c2ccc(Cl)cc2)sc2c1CCCC2 (stereo not drawn)	0.9	0.7	0.8	1.1	1.01	-5.3	3.1	-0.4	8.3	1
COc1ccc(/C=C/C(=O)N2CCN(S(=O)(=O)c3ccccc3)CC2)cc1OC	1	1.1	1.1	1.1	0.89	-6.4	-4.8	-5.6	7.5	1
CCOC(=O)C1=C(C)NC(=O)C(C#N)C1c1ccncc1 (stereo not drawn)	0.9	0.8	0.9	1.1	1.32	-7.3	-9.0	-7.6	.	1.1
Cc1ccc2[nH]c(=O)c(-c3nc4ccccn4c3NCc3ccco3)cc2c1	0.8	1	0.9	1	2.36	3.8	0.2	-6.5	14.8	1
C#CCSc1nc(-c2ccccc2)cc(C(F)(F)F)c1C#N	0.9	0.8	0.8	1	1.1	-1.2	5.3	-1.0	2.9	0.9
CCCCn1c2c(c(=O)n(C)c1=O)C(c1ccc(OC)cc1)N1CCCCCC1=N2 (stereo not drawn)	1	0.8	0.8	1	0.62	-2.5	-4.6	-6.1	0.9	1
O=S(=O)(Cc1ccccc1Cl)Nc1ccccn1	1	1	1	1.1	1.18	-5.9	-6.2	-3.6	1.5	1.1
CC1=NN(c2cccc([N+](=O)[O-])c2)C(=O)C1	1	1.2	1.2	1	1.18	-3.1	-3.8	-8.4	-4.1	1
CCOC(=O)N1CCC(N(CCN(C)C)C(=S)Nc2ccc(F)c(Cl)c2)CC1	1.2	0.9	0.8	1	0.85	-2.9	-4.4	-9.3	0.2	1
Nc1cccc2c1C(=O)N(C(=O)c1ccc(S(=O)(=O)N3CCCCCC3)cc1)C2=O	0.9	0.9	0.9	1	1.01	0.2	0.5	-11.6	-14.9	1
Cc1ccc(NC(=O)COC(=O)c2cccnc2)c(C)c1	1.4	1	0.9	1	1.07	-0.1	0.1	-2.0	9.7	1
Cc1ccc(NC(=O)C2CCN(S(=O)(=O)c3cnc[nH]3)CC2)nc1	0.9	1	1	1	0.92	-2.4	-3.7	-7.3	17.9	1
Cc1c(/C=C/C(=O)c2ccc(Cl)s2)cnn1C	0.9	1	1	0.4	2.09	62.5*	0.3	-6.3	92.3	1
COc1cnc(-c2ccccn2)nc1Sc1ccc(Cl)cc1	1	0.9	0.9	1	0.56	-0.7	-4.1	-10.8	4.6	1
Cc1ccc(Cl)cc1N1CCN(S(=O)(=O)c2ccc3[nH]c(=O)c(=O)[nH]c3c2)CC1	0.9	0.9	1	1.1	1.27	-6.1	-6.9	-70.6	9.2	1.1
CCSc1nnc(NC(=O)NCC(F)(F)F)s1	0.9	1	1	1.1	1.28	-7.7	-0.6	-1.6	-21.0	1
Cc1ncsc1CCOC(=O)c1cccnc1	1	0.8	1	1.1	1.13	-8.9	-4.2	-4.3	4.0	1
O=C1c2cnc3nc(SCc4ccccc4)nn3c2CC2c3ccccc3CCN12 (stereo not drawn)	0.9	1.1	1	1.1	1.02	-9.1	-0.8	4.0	8.2	1
CC(C)CCNc1nnnc2c1sc1nc(N3CCOCC3)c3c(c12)CC(C)(C)SC3	1.1	0.9	0.8	1.1	0.67	-7.0	-3.1	4.1	31.4	1
CCOC(=O)C1CCCN(C(=O)c2sc3nc(C)nc(N4CCOCC4)c3c2C)C1 (stereo not drawn)	1	1.1	1	1	1.16	-0.5	-3.3	-11.0	11.3	1
CCOc1cc(-c2nc(-c3ccc(C)nc3OC)no2)cc(OCC)c1OCC	0.9	0.9	0.9	1	1.12	2.4	-3.2	-5.8	1.7	1
CC1CCN(S(=O)(=O)c2ccc(S(=O)(=O)N3CCN4CCCC4C3)cc2)CC1 (stereo not drawn)	1	1	1.1	1.1	.	-6.0	-7.7	-13.4	.	1.1
Cc1ccc(-c2n[nH]c(=S)n2/N=C/C=C\c2ccccc2[N+](=O)[O-])cc1	0.7	0.9	0.9	1.1	1.08	-8.9	-0.4	29.5	-44.9	1
Cc1ccc(CCc2nnc(SCC(=O)Nc3cc(Cl)ccc3Cl)n2-c2ccccc2)o1	0.5	0.9	0.8	1.1	0.87	-8.3	-3.9	-1.6	-8.7	1
O=C(Nc1ccc(Br)cc1)C1CC=CCC1C(=O)OCC1CCCO1 (stereo not drawn)	0.9	0.9	1	1	1.22	-4.2	-7.0	-17.8	-4.9	1.1
COCCN(C(=S)Nc1cccc(OC)c1)C1CCN(C(C)=O)CC1	0.9	1.1	1	1.1	1.02	-5.3	-3.4	-14.3	1.2	1
Cc1cc2ccccc2n1CCNC(=O)c1ccc(S(=O)(=O)N2CCOCC2)cc1	0.7	1.9	1.4	1	0.92	-2.3	5.9	2.9	-3.1	0.9
COc1cc(OC)cc(C(=O)NCC(=O)OCC(=O)c2ccc3c(c2)-c2ccccc2C3)c1	0.9	1	1	1	0.91	-0.6	3.2	-0.2	-5.2	1
NC(=O)NOCc1ccc(F)cc1Cl	1	0.9	1	1	1.19	-2.1	-5.6	-8.6	8.8	1.1
CCOc1ccc(C(=O)Nc2cccc(-c3nc4ccccc4[nH]3)c2C)cc1[N+](=O)[O-]	1	0.9	0.8	1	0.66	2.1	-2.9	-28.2	0.3	1
COCC(=O)N(C)c1nnc(-c2cnccn2)s1	1	1	1	1.1	1.16	-6.0	-1.6	-7.1	3.3	1
CCCc1nc(SCC(=O)Nc2cc(Cl)ccc2OC)c2c(=O)n(C)c(=O)n(C)c2n1	0.9	1	0.9	1.1	1.01	-6.3	0.1	-7.7	0.9	1
CCOc1ccc(S(=O)(=O)NCc2ccco2)cc1	0.9	1	0.9	1	0.97	-2.1	5.8	-2.0	4.3	0.9
CC1CCN(S(=O)(=O)c2ccc3c(c2)C(=NO)c2cc(S(=O)(=O)N4CCC(C)CC4)ccc2-3)CC1	1.1	1	1	1	1.13	-1.5	3.9	-4.4	-4.4	1
O=C1c2ccccc2C(Nc2ccc(S(=O)(=O)N3CCCCC3)cc2)N1Cc1ccco1 (stereo not drawn)	1.1	0.9	0.9	1	0.81	-1.9	-2.8	-9.9	9.1	1
O=C(NNC(=S)NCC1CCCO1)c1ccc(S(=O)(=O)N2CCOCC2)cc1 (stereo not drawn)	1.4	1	0.9	1	1.07	-3.7	-6.4	-41.2	-3.2	1.1
Cc1ccc(-c2nc3ccccc3[nH]2)cc1NC(=O)c1sc2cc(Cl)ccc2c1Cl	0.8	1.1	1	1	0.89	-2.2	-0.5	-2.5	17.3	1
CC(C)C(NC(=O)C12CC3CC(CC(C3)C1)C2)C(=O)N/N=C/C1=C(N2CCOCC2)C(=C\c2ccc([N+](=O)[O-])cc2)/CC1 (stereo not drawn)	0.9	0.9	0.8	1.1	1.07	-5.0	21.7	11.2	-19.8	0.8

Looked up above:
COCCN(C(=S)Nc1cccc(OC)c1)C1CCN(C(C)=O)CC1 in PMI activator is listed with 1
COc1cc(OC)cc(C(=O)NCC(=O)OCC(=O)c2ccc3c(c2)-c2ccccc2C3)c1 in bIAP act is listed with 0.9

The results go on.
SMILES	bIAP act	PMI act hi M6P	PMI activator	FLuc act counter	NF-kB expr up	FLuc inh counter	TNAP inh hi DEA	TNAP inh no acc	APP 5'UTR act	TNAP act hiacc
COC(=O)c1cc(-c2ccc(NC(C)=O)cc2)nc2ccccc12	1	1	1	0.8	0.5	17.5	-4.0	-1.8	10.6	1
Cn1c(N)c(C(=O)COC(=O)CCC(=O)c2cccs2)c(=O)n(C)c1=O	0.9	1	1	1.1	0.96	-7.8	-5.2	-7.2	14.0	1.1
Clc1cccc(Cl)c1Cn1c(-c2cccnc2Cl)nc2ccccc21	1.1	0.9	1	1.1	0.67	-10.3	-1.8	-8.9	12.2	1
CCN(CC)S(=O)(=O)c1cccc(-c2nnc(SCCOc3ccccc3C)o2)c1	1	0.9	0.8	1.1	0.85	-6.2	-0.8	-6.0	-0.1	1
CCN(C(=O)CN1CC(C)OC(C)C1)c1c(N)n(Cc2ccccc2)c(=O)[nH]c1=O (stereo not drawn)	0.9	1	1.1	1	1.05	-1.7	-5.0	-12.7	-1.4	1.1
O=C(c1nc2nc(-c3cccs3)cc(C(F)(F)F)n2n1)N1CCN(Cc2ccccc2)CC1	1.1	1	1.1	1.1	0.78	-7.7	0.4	2.9	-8.0	1
CCOC(=O)c1ccc(N/C(=N\S(=O)(=O)c2ccc(F)cc2F)c2ccccc2)cc1	0.8	0.9	0.9	1.1	1.45	-14.5	2.7	2.9	1.2	1
CC(Oc1ccc(Cl)cc1)C(=O)N/N=C/c1ccsc1 (stereo not drawn)	0.9	0.9	1	1	1.11	0.5	-5.9	-14.8	-11.0	1.1

Filtered by structure: those above with an NH in an aromatic ring.
SMILES	bIAP act	PMI act hi M6P	PMI activator	FLuc act counter	NF-kB expr up	FLuc inh counter	TNAP inh hi DEA	TNAP inh no acc	APP 5'UTR act	TNAP act hiacc
Cc1ccc2[nH]c(=O)c(-c3nc4ccccn4c3NCc3ccco3)cc2c1	0.8	1	0.9	1	2.36	3.8	0.2	-6.5	14.8	1
Cc1ccc(NC(=O)C2CCN(S(=O)(=O)c3cnc[nH]3)CC2)nc1	0.9	1	1	1	0.92	-2.4	-3.7	-7.3	17.9	1
Cc1ccc(Cl)cc1N1CCN(S(=O)(=O)c2ccc3[nH]c(=O)c(=O)[nH]c3c2)CC1	0.9	0.9	1	1.1	1.27	-6.1	-6.9	-70.6	9.2	1.1
Cc1ccc(-c2n[nH]c(=S)n2/N=C/C=C\c2ccccc2[N+](=O)[O-])cc1	0.7	0.9	0.9	1.1	1.08	-8.9	-0.4	29.5	-44.9	1
CCOc1ccc(C(=O)Nc2cccc(-c3nc4ccccc4[nH]3)c2C)cc1[N+](=O)[O-]	1	0.9	0.8	1	0.66	2.1	-2.9	-28.2	0.3	1
Cc1ccc(-c2nc3ccccc3[nH]2)cc1NC(=O)c1sc2cc(Cl)ccc2c1Cl	0.8	1.1	1	1	0.89	-2.2	-0.5	-2.5	17.3	1
CCN(C(=O)CN1CC(C)OC(C)C1)c1c(N)n(Cc2ccccc2)c(=O)[nH]c1=O (stereo not drawn)	0.9	1	1.1	1	1.05	-1.7	-5.0	-12.7	-1.4	1.1
